Tb PYK inh: T. brucei pyruvate kinase inhibition; Q57TT1; 0.12% of 410,000 active; TbPYK enzyme, Kinase-Glo Plus ATP luminescence, 45 min; Potency, µM (highest dose often 76.8 µM), for inactives: top-dose activity, negative = inhibition, most hits filed as inhibitors; also: nearly all actives have a fitted effect of over 50% in size
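Luminescent Kinase-Glo Plus end-point after 45 min room-temperature reaction of T. brucei pyruvate kinase started with 130 uM ADP (final). Buffer TEA 50 mM pH 7.2 with KCl, MgCl2, BSA, Tween-20; titration-based qHTS with fitted concentration-effect curves.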
Pf growth 96h: P. falciparum growth inhibition at 96 hours | P. falciparum luciferase reporter growth, 96 h | Potency, µM (highest dose often 28.7 µM), for the others: at the highest dose activity change, negative = inhibition, actives largely listed as inhibitors | 6.9% of 320,000 active
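96 h incubation, 37 C, 5% CO2, of luciferase-reporter P. falciparum-infected RBCs (2% hematocrit, 0.05% parasitemia final) with test compounds; endpoint luminescence.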
Sm TGR inh: inhibitors of Schistosoma mansoni thioredoxin glutathione reductase | Q962Y6 | AID 485364 | Potency, µM (doses to about 114 µM), inactives show at the top dose activity change, negative = inhibition, most hits filed as inhibitors | 3% of 360,000 active | purified TGR, DTNB reduction, TNB absorbance 405 nm; also: nearly all actives have a fitted effect of over 60% in size
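TGR 20 nM + NADPH 100 uM (dispensed conc.), cpd preinc 15 min RT; start with NADPH (500 uM addition) then DTNB (15 mM addition). Kinetic TNB absorbance, 405 nm filter. Four-parameter Hill fit across titration.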
LmPK inhibitor: inhibitors of Leishmania mexicana pyruvate kinase; Q27686; purified LmPK, Kinase-Glo ATP luminescence, 1 h; Potency, µM (highest dose often 57.5 µM), for inactives: at the top dose activity change, negative = inhibition, most hits filed as inhibitors; 0.37% of 290,000 active; AID 1721
Target sequence (Q27686 whole entry, looked up): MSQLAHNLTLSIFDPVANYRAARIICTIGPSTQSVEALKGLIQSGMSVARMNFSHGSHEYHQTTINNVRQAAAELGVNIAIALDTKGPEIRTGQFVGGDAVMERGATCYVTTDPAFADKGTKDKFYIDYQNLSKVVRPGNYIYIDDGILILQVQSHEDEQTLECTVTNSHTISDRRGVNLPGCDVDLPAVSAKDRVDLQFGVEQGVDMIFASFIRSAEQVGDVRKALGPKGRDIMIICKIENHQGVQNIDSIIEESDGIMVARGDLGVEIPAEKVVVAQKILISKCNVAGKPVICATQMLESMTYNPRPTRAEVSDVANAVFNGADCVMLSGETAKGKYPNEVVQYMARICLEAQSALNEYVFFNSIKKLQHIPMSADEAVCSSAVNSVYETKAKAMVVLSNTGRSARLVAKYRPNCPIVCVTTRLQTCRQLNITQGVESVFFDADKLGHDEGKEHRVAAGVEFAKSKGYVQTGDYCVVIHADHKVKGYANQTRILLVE
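Pyruvate kinase activity monitored as ATP production (luciferase luminescence). Conditions: 0.1 nM enzyme, 0.5 mM PEP, 0.1 mM ADP, 1 h, RT; normalized against uninhibited and no-enzyme wells.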
HCV inhibitor: blocks hepatitis C virus; 3.4% of 340,000 active; Potency, µM (highest dose often 41.8 µM), for inactives: at the highest dose activity change, negative = inhibition, usual class: inhibitors; AID 651820; Huh7.5.1 HCVcc-Cre infection, luciferase reporter, 44 h
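Infectious HCVcc-Cre (~0.5 moi) was added to cells just after compound, with cells seeded 4 h earlier at 1,000 per well. Luciferase activity after 44 h culture reported infection; substrate was incubated 15 min at room temperature before reading.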
Pf growth 48h: inhibits P. falciparum growth in the first generation, 48 h; AID 504832; 5.9% of 310,000 active; Potency, µM (titrated, usually from 28.7 µM), inactives show at the top dose activity change, negative = inhibition, most hits filed as inhibitors; P. falciparum luciferase growth in erythrocytes, 48 h
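Luciferase-expressing parasites in RBCs, 2% Hct / 0.1% parasitemia final; RPMI 1640 + 0.5% Albumax; 37 C, 5% CO2, one generation; luminescence read-out, lower signal = inhibition.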
Numbers without * were called inactive; & = joins results of further samples; [ ] = remark or other dose. Calls follow the shape of the dose curve; as a rule, active = well fitted curve in the direction sought with a large enough effect; inconclusive = small, poorly fitted or top-dose-only effect, or another doubt; inactive = no such curve, though single readings can be large; an effect the other way counts as inactive or inconclusive. % is scaled to controls: 0 for no effect and ±100 for the full control effect; potency is read from the fitted curve at half-maximal effect.

The first 5 compounds, to show the layout:
What do the screens show for `O=C1CCCCCN1CP(=O)(O)CN1CCOCC1`?
Pf growth 96h: 3%[5.75 µM]; Sm TGR inh: 0%; LmPK inhibitor: 4%; Pf growth 48h: -2%

What do the screens show for `CCC(C)c1ccc(NC(=O)COC(=O)c2nc3nccc(C)n3n2)cc1` (centres undefined)?
Tb PYK inh: -6%; Pf growth 96h: 56%[activator]; Sm TGR inh: -4%; LmPK inhibitor: -2%; HCV inhibitor: 0%; Pf growth 48h: 34%[activator]

How did CC(C)c1ccccc1NS(C)(=O)=O do in these assays?
Pf growth 96h: -8%; Sm TGR inh: 13%; LmPK inhibitor: -2%; Pf growth 48h: 29%

How did Cc1c(C(=O)OCCOc2ccccc2)[nH]c2c1C(=O)CCC2 do in these assays?
Tb PYK inh: -7%; Pf growth 96h: 21%; Sm TGR inh: -4%; LmPK inhibitor: 2%; HCV inhibitor: 13µM*

How did Cc1ccc(-c2nnn(CC(=O)N(c3cccc(F)c3)C(C(=O)NC(C)(C)C)c3ccco3)n2)o1 (centres undefined) do in these assays?
Tb PYK inh: 0%; Pf growth 96h: 3%; Sm TGR inh: inconclusive; LmPK inhibitor: 1%; HCV inhibitor: 6%; Pf growth 48h: inconclusive

All compounds of this part, from the start:
What do the screens show for `O=C1CCCCCN1CP(=O)(O)CN1CCOCC1`?
Pf growth 96h: 3%[5.75 µM]; Sm TGR inh: 0%; LmPK inhibitor: 4%; Pf growth 48h: -2%

What do the screens show for `CCC(C)c1ccc(NC(=O)COC(=O)c2nc3nccc(C)n3n2)cc1` (centres undefined)?
Tb PYK inh: -6%; Pf growth 96h: 56%[activator]; Sm TGR inh: -4%; LmPK inhibitor: -2%; HCV inhibitor: 0%; Pf growth 48h: 34%[activator]

How did CC(C)c1ccccc1NS(C)(=O)=O do in these assays?
Pf growth 96h: -8%; Sm TGR inh: 13%; LmPK inhibitor: -2%; Pf growth 48h: 29%

How did Cc1c(C(=O)OCCOc2ccccc2)[nH]c2c1C(=O)CCC2 do in these assays?
Tb PYK inh: -7%; Pf growth 96h: 21%; Sm TGR inh: -4%; LmPK inhibitor: 2%; HCV inhibitor: 13µM*

How did Cc1ccc(-c2nnn(CC(=O)N(c3cccc(F)c3)C(C(=O)NC(C)(C)C)c3ccco3)n2)o1 (centres undefined) do in these assays?
Tb PYK inh: 0%; Pf growth 96h: 3%; Sm TGR inh: inconclusive; LmPK inhibitor: 1%; HCV inhibitor: 6%; Pf growth 48h: inconclusive

How did COc1ccc(C2CC(=O)C3=C(C2)Nc2ccccc2N(C(=O)C2CC2)C3c2cccnc2)cc1OC (centres undefined) do in these assays?
Tb PYK inh: -5%; Pf growth 96h: -1%; Sm TGR inh: -2%; LmPK inhibitor: -3%; HCV inhibitor: -6%; Pf growth 48h: inconclusive

How did COc1ccc(/C=C/C(=O)Nc2ccccc2Cl)cc1S(=O)(=O)N1CCOCC1 do in these assays?
Tb PYK inh: -6%; Pf growth 96h: 10µM*; Sm TGR inh: -1%; LmPK inhibitor: 2%; HCV inhibitor: inconclusive; Pf growth 48h: 10µM*

What do the screens show for `O=C1C2CCCN2C(=O)N1CCCCN1CCN(c2cccc(C(F)(F)F)c2)CC1` (centres undefined)?
Tb PYK inh: -11%; Pf growth 96h: 13µM*; Sm TGR inh: 4%; LmPK inhibitor: 7%; HCV inhibitor: 14%; Pf growth 48h: -20%

What do the screens show for `COc1ccccc1NC(=O)C(C)NS(=O)(=O)c1ccccc1` (centres undefined)?
Tb PYK inh: -4%; Sm TGR inh: 1%; LmPK inhibitor: -2%; HCV inhibitor: -2%; Pf growth 48h: -11%

How did Oc1ccc(/C=C/c2ccc3ccccc3n2)cc1 do in these assays?
Tb PYK inh: inconclusive; Pf growth 96h: inconclusive; Sm TGR inh: -18%; LmPK inhibitor: 7.1µM*; HCV inhibitor: inconclusive; Pf growth 48h: 196%[activator]

Results for CCc1ccc(NC(=O)CCNC(=O)Cn2cnc3ccccc3c2=O)cc1 ?
Tb PYK inh: -1%&2%; Pf growth 96h: inconclusive; Sm TGR inh: 0%&8%; LmPK inhibitor: -2%; HCV inhibitor: -8%; Pf growth 48h: 6%

How did O=C(C1=C[C@H](c2ccc(C(F)(F)F)cc2)C[C@H](OCc2ccc(CO)cc2)O1)N1CCOCC1 do in these assays?
Tb PYK inh: 7%; Pf growth 96h: 16%; Sm TGR inh: inconclusive; LmPK inhibitor: 6%; HCV inhibitor: -9%; Pf growth 48h: -6%

What do the screens show for `CCN(c1cccc(C(F)(F)F)c1)S(=O)(=O)c1ccc2c(c1)CCN2C(C)=O`?
Tb PYK inh: 5%; Pf growth 96h: 107%[activator]; Sm TGR inh: 6%; LmPK inhibitor: 6%; HCV inhibitor: inconclusive

What do the screens show for `c1cc2c(c(NCc3ccncc3)c1)CCCC2`?
Tb PYK inh: -1%; Sm TGR inh: -1%; LmPK inhibitor: 4%; HCV inhibitor: inconclusive; Pf growth 48h: 10µM*

How did C[C@H](O)c1[nH]c2cc(F)ccc2c1[C@H](C)O do in these assays?
Tb PYK inh: 0%; Pf growth 96h: inconclusive; Sm TGR inh: inconclusive; LmPK inhibitor: 7%; HCV inhibitor: inconclusive; Pf growth 48h: inconclusive

Results for O=C(NC(=O)c1cccc(F)c1)Nc1nc(-c2ccc(F)cc2)cc(C(F)(F)F)n1 ?
Tb PYK inh: 3%; Pf growth 96h: 29%; Sm TGR inh: -1%; LmPK inhibitor: 1%; HCV inhibitor: 9%; Pf growth 48h: inconclusive

Results for CCCNc1c(NC(=O)c2cccs2)c(=O)oc2ccccc12 ?
Tb PYK inh: 4%; Pf growth 96h: 8%; Sm TGR inh: 1%; LmPK inhibitor: 5%; HCV inhibitor: 21%; Pf growth 48h: -7%

What do the screens show for `Cc1nn2c(-c3ccccc3)nnc2c2ccccc12`?
Tb PYK inh: -4%; Pf growth 96h: inconclusive; Sm TGR inh: -8%; LmPK inhibitor: -18%; HCV inhibitor: 4%; Pf growth 48h: 19%

How did CN1CCCN(C(=O)/C=C/c2ccc(F)cc2)CC1 do in these assays?
Tb PYK inh: 1%; Pf growth 96h: 49%[activator]; Sm TGR inh: 3%; LmPK inhibitor: -1%; HCV inhibitor: 19%; Pf growth 48h: 28%

Results for CCOc1ccc(CC(=O)Nc2ccc(NC(=O)c3ccco3)cc2)cc1OCC ?
Tb PYK inh: -1%; Pf growth 96h: 0%; Sm TGR inh: 3%; LmPK inhibitor: -3%; HCV inhibitor: -14%; Pf growth 48h: -23%

How did O=C(Nc1ccc2c(c1)OCO2)C1CCCCN1S(=O)(=O)c1ccc(F)cc1 (centres undefined) do in these assays?
Tb PYK inh: -5%; Pf growth 96h: 9.3µM*; Sm TGR inh: 9%; LmPK inhibitor: 2%; HCV inhibitor: -12%; Pf growth 48h: -1%

How did FC(F)(F)c1ccccc1-n1ccnc1 do in these assays?
Tb PYK inh: 2%&-2%; Pf growth 96h: -13%&1%; Sm TGR inh: -7%; HCV inhibitor: inconclusive; Pf growth 48h: inconclusive

Results for CCOC(=O)CSc1nnc(CSc2nc3sc4c(c3c(=O)[nH]2)CCC4)n1C ?
Tb PYK inh: 2%; Sm TGR inh: 0%; LmPK inhibitor: -3%; HCV inhibitor: -22%; Pf growth 48h: 0%

What do the screens show for `C=CCOc1c(Br)cc(/C=N/NC(N)=O)cc1OC`?
Tb PYK inh: 2%; Pf growth 96h: 10%; Sm TGR inh: 1%; LmPK inhibitor: 0%; HCV inhibitor: inconclusive; Pf growth 48h: 13%

What do the screens show for `COc1ccc(CNC(=O)C2CCN(S(=O)(=O)c3ccc4c(c3)NC(=O)C(C)S4)CC2)cc1` (centres undefined)?
Tb PYK inh: 9%; Pf growth 96h: inconclusive; Sm TGR inh: 0%; LmPK inhibitor: 6%; HCV inhibitor: inconclusive; Pf growth 48h: inconclusive

What do the screens show for `COc1ccc(NC(=O)CSc2nc(N)c(C(=O)Nc3ccc(N(C)C)cc3)s2)cc1`?
Tb PYK inh: -5%; Sm TGR inh: -2%; LmPK inhibitor: 1%; HCV inhibitor: inconclusive; Pf growth 48h: -18%

Results for Cc1nc2c3ccccc3nc(SCC(=O)N3CC(C)CC(C)C3)n2n1 (centres undefined) ?
Tb PYK inh: -2%; Pf growth 96h: inconclusive; Sm TGR inh: 3%; LmPK inhibitor: -3%; HCV inhibitor: 6%

What do the screens show for `Cc1ccccc1N1C(=O)CC(c2c[nH]c3ccccc23)C1=O` (centres undefined)?
Tb PYK inh: 1%; Pf growth 96h: inconclusive; Sm TGR inh: -2%; LmPK inhibitor: 0%; HCV inhibitor: -3%; Pf growth 48h: 0%

What do the screens show for `CS(=O)(=O)N1CCN(C(=O)C(Sc2ccccc2)c2ccccc2)CC1` (centres undefined)?
Tb PYK inh: 4%; Sm TGR inh: -15%; LmPK inhibitor: -5%; HCV inhibitor: -5%; Pf growth 48h: 3%

How did COC(=O)c1ccc2nc(Nc3nc4c(F)cc(F)cc4s3)sc2c1 do in these assays?
Tb PYK inh: 2%; Pf growth 96h: -27%; Sm TGR inh: 2%; LmPK inhibitor: -1%; HCV inhibitor: 2%; Pf growth 48h: 39%[activator]

Results for Cc1ccc(C)c2[nH]c(=O)c(CN(Cc3ccco3)S(=O)(=O)c3ccc4c(c3)OCCO4)cc12 ?
Tb PYK inh: 3%; Pf growth 96h: 61%[activator]; Sm TGR inh: -17%; LmPK inhibitor: -2%; HCV inhibitor: inconclusive; Pf growth 48h: inconclusive

Results for COc1ccc(C(=O)NCC(=O)Nc2cccc(S(=O)(=O)NCc3ccco3)c2)cc1OC ?
Tb PYK inh: 0%; Pf growth 96h: -17%; Sm TGR inh: 45µM*; LmPK inhibitor: 1%; HCV inhibitor: -5%; Pf growth 48h: 0%

What do the screens show for `O=[N+]([O-])c1ccc(Cl)c(/C=N/Nc2nc(N3CCOCC3)nc(N3CCOCC3)n2)c1`?
Tb PYK inh: 4%; Pf growth 96h: -24%; Sm TGR inh: 8%; LmPK inhibitor: -2%; HCV inhibitor: inconclusive

How did Cc1nn(Cc2ccccc2)c(C)c1C(=O)OCC(=O)NC1CCS(=O)(=O)C1 (centres undefined) do in these assays?
Tb PYK inh: 2%; Pf growth 96h: 22%; Sm TGR inh: 3%; LmPK inhibitor: 0%; HCV inhibitor: 14%; Pf growth 48h: -1%

What do the screens show for `C=CCOc1ccc(C2CC(C)=NN2c2ccccc2)cc1` (centres undefined)?
Tb PYK inh: 3%; Pf growth 96h: 97%[activator]; Sm TGR inh: 6%; LmPK inhibitor: -1%; HCV inhibitor: 11%; Pf growth 48h: 15%

Results for Cc1nnc(N2C(=O)C(O)=C(C(=O)c3ccco3)C2c2ccc(F)cc2)s1 (centres undefined) ?
Tb PYK inh: 0%; Pf growth 96h: inconclusive; Sm TGR inh: -29%; LmPK inhibitor: 1%; HCV inhibitor: 4%&2%; Pf growth 48h: -4%

What do the screens show for `CN(C)c1ccc(CNC2CC(C)(C)NC(C)(C)C2)cc1`?
Tb PYK inh: -2%; Pf growth 96h: 22%; Sm TGR inh: -10%; LmPK inhibitor: -1%; HCV inhibitor: inconclusive; Pf growth 48h: -68%

Bioassay records as filed in PubChem.
